# FEN1 inhibitor – qHTS Assay for the Inhibitors of Human Flap endonuclease 1 (FEN1); P39748; Recombinant FEN1 flap cleavage, fluorescence, 15 min; Potency, µM (top dose mostly 114 µM), for the others: at the highest dose activity change, negative = inhibition, most hits filed as inhibitors; 390,000 tested, 0.35% active; also: nearly all actives have a fitted effect of over 65% in size
# Target sequence (P39748 whole entry, looked up): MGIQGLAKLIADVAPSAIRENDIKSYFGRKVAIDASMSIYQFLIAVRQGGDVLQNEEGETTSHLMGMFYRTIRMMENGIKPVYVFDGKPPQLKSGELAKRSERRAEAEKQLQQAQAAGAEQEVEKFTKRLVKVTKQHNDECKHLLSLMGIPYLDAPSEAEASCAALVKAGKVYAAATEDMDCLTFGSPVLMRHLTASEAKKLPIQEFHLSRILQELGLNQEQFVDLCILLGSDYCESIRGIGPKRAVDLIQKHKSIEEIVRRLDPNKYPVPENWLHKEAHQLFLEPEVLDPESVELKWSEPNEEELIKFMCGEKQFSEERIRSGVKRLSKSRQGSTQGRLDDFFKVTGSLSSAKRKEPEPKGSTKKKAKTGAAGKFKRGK
#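 Enzyme 10 nM, 15 min RT preincubation with compound; start with substrate 50 nM final; reads at 0 and 15 min; qHTS titration, four-parameter Hill fit.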
# N370S GC – qHTS Assay for Inhibitors and Activators of N370S glucocerebrosidase as a Potential Chaperone Treatment of Gaucher Disease | AID 2101, 2009 | 330,000 tested, 0.092% active | N370S GC spleen homogenate, 4MU-glucoside fluorescence | Lysosomal acid glucosylceramidase (Homo sapiens), P04062 | Potency, µM (titrated, usually from 59.4 µM), for the others: at the highest dose activity change, negative = inhibition, usual class: inhibitors;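 also: 0% = full enzyme activity and -100% = no enzyme basal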
# TDP1 inh – qHTS Assay for Inhibitors of Tyrosyl-DNA Phosphodiesterase (TDP1) | Tyrosyl-DNA phosphodiesterase 1 (Homo sapiens), Q9NUW8 | 350,000 tested, 0.28% active | recombinant TDP1, AlphaScreen DNA substrate cleavage | Potency, µM (titrated, usually from 130 µM), for inactives: at the top dose activity change, negative = inhibition, actives largely listed as inhibitors; also: nearly all actives have a fitted effect of over 40% in size
#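 Recombinant E. coli-expressed Tdp1 (1 nM) preincubated with compound 15 min at RT, then 5'-biotin/3'-phosphotyrosine-FITC DNA substrate (15 nM) added for 5 min. AlphaScreen beads (10 ug/ml) added, 10 min RT; tyrosine-FITC cleavage read as signal loss.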
# * = called active by the depositor; ? = inconclusive; nt = no result given; & = joins results of further samples; [ ] = dose if it differs, or a comment. Calls follow the shape of the dose curve; as a rule, active = well fitted curve in the direction sought with a large enough effect; inconclusive = small, poorly fitted or top-dose-only effect, or another doubt; inactive = no such curve, though single readings can be large; an effect the other way counts as inactive or inconclusive. Unless noted, % is scaled to controls: 0 for no effect and ±100 for the full control effect; potency is read from the fitted curve at half-maximal effect. This is a random part of the collection, and some 0.53% of all compounds hit somewhere here.
cpd	N370S GC	FEN1 inhibitor	TDP1 inh	molecule
1	nt	1%	0%	CCC(C(=O)Nc1cccc(C#N)c1)n1nc(-c2ccccc2)ccc1=O (stereo not drawn)
2	-8%	-5%	8%	CC(C)NC(=S)N1CCN(C/C=C/c2ccccc2)CC1
3	8%	12%	7%	Cn1c(C(O)c2ccc3c(c2)OCO3)nc2ccccc21 (stereo not drawn)
4	-3%	-1%	-7%	N/C(Cc1cccs1)=N\OC(=O)COc1ccccc1
5	-23%	-2%	nt	COCCNC(=O)CCn1nc(-c2ccc(C)cc2)c2ccccc2c1=O
6	4%	0%	2%	CCn1nc(C(=O)OCC(=O)N2CCc3ccccc32)c2ccccc2c1=O
7	11%	5%	6%	COc1ccc(-c2nnn(CC(=O)N(CCN3CCOCC3)C(C(=O)NC3CCCCC3)c3ccco3)n2)cc1 (stereo not drawn)
8	2%	-17%	0%	COC(=O)C1=C(C)N(Cc2ccccc2)C(=NCc2cc(OC)c(OC)c(OC)c2)N[C@H]1c1ccc(Br)cc1
9	nt	15%	4%	CC(c1ccccc1)N(C)C(=O)CN1CCN(S(=O)(=O)c2ccc3c(c2)OCCCO3)CC1 (stereo not drawn)
10	16%	8%	0%	CC(C)(Oc1ccc(CCNC(=O)c2ccc(-c3ccc(Cl)cc3)o2)cc1)C(=O)O
11	8%	14%	nt	COc1cc(C(CC(=O)Nc2ccc(Cl)cn2)N2Cc3ccccc3C2=O)cc(OC)c1OC (stereo not drawn)
12	13%	nt	4%	C[C@@](N)(C(=O)O)[C@@H]1C[C@@H]1C(=O)O
13	?	-8%	2%	Cc1ccc(-c2noc(CCC(=O)N3CCN(c4cccc(C(F)(F)F)c4)CC3)n2)cc1
14	nt	10%	2%	CCN(C[C@H]1N[C@@](CC)(C(=O)OC)[C@H]2C(=O)N(C)C(=O)[C@@H]12)C(=O)Nc1ccc(C)cc1
15	nt	-6%	-1%[56.1 µM]	C=CCNc1ccccc1S(=O)(=O)NCc1ccccc1
16	2%	-17%&-6%	-3%&0%	COc1ccc(NC(=O)Cn2nnc(C(=O)NCc3cccs3)c2N)cc1
17	nt	1%	0%	O=C(CN1C(=O)NC2(CCCCC2)C1=O)N1CCN(S(=O)(=O)c2cccc([N+](=O)[O-])c2)CC1
18	1%	-14%	2%	COC(=O)c1ccc(NC2=C(Cl)C(=O)OC2OC(=O)c2ccccc2)cc1 (stereo not drawn)
19	0%	4%	6%	O=C(N/N=C\c1ccc(CN(Cc2ccc(Cl)cc2)S(=O)(=O)c2ccccc2)o1)C(=O)Nc1ccc(F)cc1
20	?	?	7%	CC1=CC(C)(C)N2C(=O)C(=Nc3ccc(O)cc3)c3cccc1c32
21	nt	-3%	-1%	COc1cccc(CNC(=O)c2ccc3c(c2)N(Cc2ccc(C(F)(F)F)cc2)C(=O)c2ccccc2S3)c1OC
22	22%	?	7%	Cc1ccc(OCCn2c(C3CC(=O)N(Cc4ccccc4)C3)nc3ccccc32)cc1 (stereo not drawn)
23	-8%	-4%	8%	O=C1CCC(C(=O)N2CCN(c3ccc(F)cc3)CC2)CN1CC1CCCCC1 (stereo not drawn)
24	4%	?	-5%	CCN(CC)CCn1c2ccccc2c2cnc(N)c(C#N)c21
25	1%	9%	4%	Fc1ccc(-n2nnc(-c3ccccc3Br)n2)cc1
26	nt	-22%	6%	COc1ccc(CN2CC(=O)N3[C@H]4c5cc(C)ccc5OC[C@@H]4[C@H](c4ccccc4)[C@]3(C)C2=O)cc1
27	-12%	nt	12%	CCCc1cc(-c2[nH]ncc2-c2ccc3c(c2)OCCCO3)c(O)cc1OC
28	-3%	12%	nt	FC(F)(F)c1cccc(Cc2noc(CN(Cc3ccccn3)CC3CCCO3)n2)c1 (stereo not drawn)
29	-3%	?	nt	O=S(=O)(NCc1ccc(Cl)cc1Cl)c1cccs1
30	-9%	10%	-2%	COc1ccc(CCNC(=O)CCN2C(=O)C3CC=CCC3C2=O)cc1OC (stereo not drawn)

# Reprinted at random: 6 records from the list.
cpd	N370S GC	FEN1 inhibitor	TDP1 inh	molecule
18	1%	-14%	2%	COC(=O)c1ccc(NC2=C(Cl)C(=O)OC2OC(=O)c2ccccc2)cc1 (stereo not drawn)
27	-12%	nt	12%	CCCc1cc(-c2[nH]ncc2-c2ccc3c(c2)OCCCO3)c(O)cc1OC
24	4%	?	-5%	CCN(CC)CCn1c2ccccc2c2cnc(N)c(C#N)c21
19	0%	4%	6%	O=C(N/N=C\c1ccc(CN(Cc2ccc(Cl)cc2)S(=O)(=O)c2ccccc2)o1)C(=O)Nc1ccc(F)cc1
22	22%	?	7%	Cc1ccc(OCCn2c(C3CC(=O)N(Cc4ccccc4)C3)nc3ccccc32)cc1 (stereo not drawn)
21	nt	-3%	-1%	COc1cccc(CNC(=O)c2ccc3c(c2)N(Cc2ccc(C(F)(F)F)cc2)C(=O)c2ccccc2S3)c1OC

# (continued)
cpd	N370S GC	FEN1 inhibitor	TDP1 inh	molecule
31	0%	13%	nt	Cc1cccc(NC(=O)c2cc(-c3c(C)cc(C)cc3O)n[nH]2)c1
32	2%	-6%	1%	Cc1cccc(N(CC(=O)NC2CCCCC2)C(=O)CCCC(=O)Nc2ccccn2)c1C
33	2%	5%	6%	O=S1(=O)C2CC3CCC2(CN1Cc1ccccc1)O3 (stereo not drawn)
34	-12%	14%	6%	CN1CCN(S(=O)(=O)c2ccc(N(C)Cc3cccs3)nc2)CC1
35	nt	-11%	-3%	COc1ccc(NC(=O)CN2CCCN(Cc3ccccc3)S2(=O)=O)cc1
36	nt	0%	-8%	Cc1ccc(OCCn2cc(C(=O)C3CCCCC3)c3ccccc32)cc1
37	14%	-4%	7%	CCC(C)NC(=O)c1nn(Cc2ccccc2)c(=O)c2ccccc12 (stereo not drawn)
38	-14%	-25%	-8%	OC(CNCc1ccc(Cl)cc1)(c1ccccc1)c1ccc(F)cc1 (stereo not drawn)
39	nt	5%	-7%[12.3 µM]	CCc1ccc2oc(-c3ccc(C)c(NC(=O)/C=C/c4ccco4)c3)nc2c1
40	4%	-8%	7%	CCCc1ccc(S(=O)(=O)NCCc2ccncc2)cc1
41	-1%	-18%	-3%	CC(C)(Oc1ccc(Cl)cc1)C(=O)N(Cc1ccccc1)c1ccccn1
42	-8%	-19%	12%	CC(=O)Nc1cccc(NC(=O)CSc2ncc(-c3ccc(Cl)cc3)n2Cc2ccco2)c1
43	nt	2%	10%	Cc1cccc(-n2ncc3c(N4CCCCCC4)ncnc32)c1
44	-11%	?	4%	CCOc1ccccc1N1CSC2=C(C#N)C(c3c(OC)ccc4ccccc34)CC(=O)N2C1 (stereo not drawn)
45	1%	0%	-11%	O=C(CSc1nnc(-c2ccco2)o1)NC(=O)C1COc2ccccc2O1 (stereo not drawn)
46	4%	0%	0%	CCc1cccc(CC)c1-n1c(SCc2cc(=O)n3ccsc3n2)nnc1-c1cccnc1
47	-2%	-9%	0%	COc1ccc(NS(=O)(=O)c2cccc(C(=O)N(C)CC(=O)Nc3ccc(C)cc3)c2)cc1
48	2%[12.8 µM]	2%	4%	N#Cc1ncc(C(F)(F)F)cc1Sc1ccc(N)cc1
49	nt	0%	-2%	O=C(c1ccc(F)cc1)N1CCC(c2nc(-c3ccc(S(=O)(=O)N4CCCC4)cc3)no2)CC1
50	2%	-1%	-20%	CCc1ccc(NC(=O)CSc2nncn2-c2cccnc2)cc1
51	-7%	17%	1%	CCOC(=O)Cn1nnnc1CN1CCN(c2ccc(OC)cc2)CC1
52	?	8%	2%	CC(C)c1ccc(NC(=O)CSc2nc3ncccc3[nH]2)cc1
53	24%	-19%	0%	CC1=C(n2nnc3ccccc32)C(c2ccccc2)C(C#N)=C(N)O1 (stereo not drawn)
54	-49%	11%	7%	Cc1ccc(C)c(NC(=O)Cn2nc(-c3ccccc3)nc2-c2ccccc2)c1
55	nt	0%	0%	Cc1ccc(C(=O)NCC(=O)OC2CCCCC2=O)cc1C (stereo not drawn)
56	9%	-5%	6%	CC(C)C[C@H](NC(=O)c1nc[nH]c1C(=O)N1CCc2ccccc2C1)C(=O)OC(C)(C)C

# An excerpt of these results, with tabs.
no.	SMILES	N370S GC	FEN1 inhibitor	TDP1 inh
48	N#Cc1ncc(C(F)(F)F)cc1Sc1ccc(N)cc1	2%[12.8 µM]	2%	4%
49	O=C(c1ccc(F)cc1)N1CCC(c2nc(-c3ccc(S(=O)(=O)N4CCCC4)cc3)no2)CC1	nt	0%	-2%
50	CCc1ccc(NC(=O)CSc2nncn2-c2cccnc2)cc1	2%	-1%	-20%
51	CCOC(=O)Cn1nnnc1CN1CCN(c2ccc(OC)cc2)CC1	-7%	17%	1%

# Look-ups from the list:
# For FEN1 inhibitor, no. 49 has 0%
# For N370S GC, no. 54 has -49%
# For N370S GC, no. 47 has -2%
# For FEN1 inhibitor, no. 55 has 0%
# For N370S GC, no. 48 has 2%[12.8 µM]

# Profiles, quoted from the list.
# Shown for CC1=C(n2nnc3ccccc32)C(c2ccccc2)C(C#N)=C(N)O1 (stereo not drawn) → N370S GC = 24%; FEN1 inhibitor = -19%; TDP1 inh = 0%
# Shown for CC(C)C[C@H](NC(=O)c1nc[nH]c1C(=O)N1CCc2ccccc2C1)C(=O)OC(C)(C)C → N370S GC = 9%; FEN1 inhibitor = -5%; TDP1 inh = 6%
# Shown for CCc1ccc(NC(=O)CSc2nncn2-c2cccnc2)cc1 → N370S GC = 2%; FEN1 inhibitor = -1%; TDP1 inh = -20%

# High-throughput results (PubChem BioAssay)
